High-throughput results deposited in PubChem BioAssay by National Center for Advancing Translational Sciences (NCATS).
Pf growth 96h: inhibits malaria parasite growth, 96 h; hit rate 6.9% among 320,000; P. falciparum luciferase reporter growth, 96 h; AID 504834; Potency, µM (highest dose often 28.7 µM), for inactives: top-dose activity change, negative = inhibition, most hits filed as inhibitors; note: potency is the fitted concentration of half-maximal effect; % is set by controls: 0 for no effect and ±100 for the full control effect
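Parasite growth measured via integrated firefly luciferase reporter in P. falciparum. Infected erythrocytes at 2% hematocrit, 0.05% parasitemia final were treated 96 hours at 37 C under 5% CO2, and luminescence was read.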
Giardia FBPA inh: inhibitors of Giardia lamblia fructose-1,6-bisphosphate aldolase; purified Giardia FBPA; hit rate 0.71% among 290,000; Potency, µM (doses to about 59.6 µM), without a hit: at the highest dose activity, negative = inhibition, hits mostly inhibitors; A8B2U2; note: potency is the fitted concentration of half-maximal effect; % is set by controls: 0 for no effect and ±100 for the full control effect; nearly all actives have a fitted effect of over 55% in size
Target sequence (A8B2U2 whole entry, looked up): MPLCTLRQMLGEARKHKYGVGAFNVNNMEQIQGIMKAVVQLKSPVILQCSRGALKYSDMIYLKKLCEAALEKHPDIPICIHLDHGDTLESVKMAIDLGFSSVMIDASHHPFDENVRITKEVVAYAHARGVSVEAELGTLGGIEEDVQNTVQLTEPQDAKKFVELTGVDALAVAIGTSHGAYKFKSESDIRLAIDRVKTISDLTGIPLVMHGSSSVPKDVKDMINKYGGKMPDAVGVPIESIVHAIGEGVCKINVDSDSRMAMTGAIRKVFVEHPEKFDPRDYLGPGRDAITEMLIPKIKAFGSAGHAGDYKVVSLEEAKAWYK
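40 nM FBPA preincubated 10 min at RT with compound (up to 57.5 uM final), then substrate plus GAPDH/TPI/NAD/arsenate coupling and diaphorase/resazurin added. Fluorescence read after 20 min at RT, 525/598 nm.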
CHX counter: affects cycloheximide protein synthesis inhibition readout, counter-screen. cell reporter, cycloheximide protein synthesis inhibition counterscreen. max response, %. AID 2314. hit rate 12% among 300,000; in the data active = max response mostly above about 13%, no sharp cut-off; inactive = mostly below about 14%; note: read at 38.3 µM for the half of the compounds with a filed dose; 0% is about no effect
Pf growth 48h: P. falciparum growth inhibition at 48 hours (one generation); P. falciparum luciferase growth in erythrocytes, 48 h; Potency, µM (doses to about 28.7 µM), for the others: top-dose activity change, negative = inhibition, most hits filed as inhibitors; hit rate 5.9% among 310,000; AID 504832; note: potency is the fitted concentration of half-maximal effect; % is set by controls: 0 for no effect and ±100 for the full control effect
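Luminescence readout; reporter = integrated firefly luciferase in P. falciparum. RBC culture at 2% hematocrit, 0.1% parasitemia final, 37 C/5% CO2; decreased signal taken as growth inhibition.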
Shiga toxin inh: inhibitors of Shiga toxin in Vero cells; Vero cells, Shiga toxin protein synthesis inhibition reporter; inhibition, % at 38.7 µM; hit rate 9.2% among 290,000; AID 2315; in the data active = inhibition mostly above about 28%, no sharp cut-off; inactive = mostly below about 43%; note: 0% is about no effect
HCV inhibitor: blocks hepatitis C virus. Huh7.5.1 HCVcc-Cre infection, luciferase reporter, 44 h. Potency, µM (highest dose often 41.8 µM), for inactives: top-dose activity change, negative = inhibition, usual class: inhibitors. hit rate 3.4% among 340,000. AID 651820; note: potency is the fitted concentration of half-maximal effect; % is set by controls: 0 for no effect and ±100 for the full control effect
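Luciferase read-out (15 sec integration) after a 15 min room-temperature substrate step quantifies HCVcc-Cre infection. Cells, 1,000 per well, had compound added 4 h post-plating, then virus at ~0.5 moi, and were cultured 44 h.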
Starred values were filed as active, the others as inactive; ? = inconclusive; . = not tested or not shown; [ ] = remark or other dose. Unless noted, calls come from the whole dose curve; as a rule, active = well fitted curve in the direction sought with a large enough effect; inconclusive = small, poorly fitted or top-dose-only effect, or another doubt; inactive = no such curve, though single readings can be large; an effect the other way counts as inactive or inconclusive. Random draw from the library (roughly 24% active in at least one column).

SMILES	Pf growth 96h	Giardia FBPA inh	CHX counter	Pf growth 48h	Shiga toxin inh	HCV inhibitor
CC(=O)c1ccc(S(=O)(=O)N2CCN(C(=O)CN3C(=O)NC4(CCCC4)C3=O)CC2)cc1	0%	.	.	17%	.	2%
Cc1nnnn1CC(=O)Nc1ccccc1[N+](=O)[O-]	-11%	11%	2	20%	-1	2%
CC(C)(C)NC(=O)NC(=O)COC(=O)c1nc(-c2ccccc2)n(-c2cccc(C(F)(F)F)c2)n1	17%	4%	8	-8%	-4	6%
COc1cc(C2C(C#N)=C(N)Oc3cc(C)n(Cc4ccccn4)c(=O)c32)cc2c1OCO2 (stereo unspecified)	-4%	6%	-2	-11%	-7	.
COc1ccc(/C=C/C(=O)NC(=S)Nc2ccc(S(=O)(=O)Nc3cc(C)on3)cc2)cc1	-23%	?	-2	-12%	19	6%
COCCCN1CC(=O)N2C(c3ccccc3)c3[nH]c4ccccc4c3C[C@H]2C1=O (stereo partly specified)	?	-2%	0	.	-3	30%[activator]
O=C(NNC1=NCCCCC1)Nc1cccc(Cl)c1	111%[activator]	-1%	12*	136%[activator]	45	10%
Cc1ccc(-n2cc(CNCC3CC(=O)N(C4CC4)C3)c(-c3cccc(C)c3)n2)cc1 (stereo unspecified)	12µM*	1%	-2	?	3	-14%
Cc1cc(C)nc(SCC2COc3ccccc3O2)n1 (stereo unspecified)	87%[activator]	-1%	24	41%[activator]	79*	-3%
CCn1c(SCC(=O)Nc2ccc(S(=O)(=O)Nc3onc(C)c3C)cc2)nnc1-c1ccccc1	.	?	5	18%	-14	11%
Cc1nc2ccc(N=NC3=C(O)CC(C)(C)CC3=O)cc2s1	33%[activator]	-8%	96*	70%[activator]	110*	11%
COc1cc(SSc2cc(OC)cc([N+](=O)[O-])c2N)c(N)c([N+](=O)[O-])c1	9.3µM*	?	8	?	18	-13%
CCCn1nnnc1NC(=O)c1cccs1	?	-27%	-2	27%	-15	14%
CC1(C)S/C(=N/N=C/c2cccs2)NC1=O	?	-1%	-3	?	52	9%
Cc1cc(=O)[nH]c(NN=C2CCC(C(C)(C)C)CC2)n1 (stereo unspecified)	?	?	17	?	25	20%
O=c1[nH]c(=S)c2ncn(-c3ccccc3)c2[nH]1	?	10µM*	-3	23%	-4	9%
COCCSc1nnc(NS(=O)(=O)c2ccc(C)cc2)s1	0%	14%	-1	-8%	-16	12%
O=C(CCNC(=O)Cn1ccc2ccccc2c1=O)NCCC1=CCCCC1	-24%	2%	8	2%	-4	-5%
Cn1c(CCN2CCN(c3ccccc3)CC2)nc2cc(NC(=O)c3ccco3)ccc21	-8%	0%	-1	.	20	?
COc1ccccc1OCc1nnc(SCC(=O)Nc2ccc(C)cc2)n1C	.	0%	-3	-8%	49	-16%
COc1ccc(NC(=O)Nc2nnc(Cc3ccccc3)s2)cc1	?	10%	-1	?	-3	-14%
COc1ccc(N2CCN(C(=O)c3cc(=O)c4cc(C)ccc4o3)CC2)cc1	?	1%	-1	32%	-4	-11%
CC1=C2C(CCS2(=O)=O)CC2(C1)C(=O)OC(C)(C)OC2=O (stereo unspecified)	31%[activator]	-1%	-4	9%	50	12%
Nc1cccnc1Sc1cccc(Cl)c1	-7%	1µM*	8	24%	29	17%
Cc1ccc(SCC(CC(C)C)N2CCN(C)CCC2=O)cc1 (stereo unspecified)	.	4%	33*	.	72*	.
SMILES	Pf growth 96h	Giardia FBPA inh	CHX counter	Pf growth 48h	Shiga toxin inh	HCV inhibitor
CC1(NC(=S)NCCCCCCNC(=S)NC2(C)CCS(=O)(=O)C2)CCS(=O)(=O)C1 (stereo unspecified)	?	-1%	-3	?	-11	3%
Cn1nc(NC(=O)C2CCC2C(=O)O)c2c(F)cccc21 (stereo unspecified)	-3%	0%	-1	12%	-6	15%
CCCCN(C(=O)CCSc1ccc(F)cc1)c1c(N)n(Cc2ccccc2)c(=O)[nH]c1=O	12µM*	.	.	12µM*	.	?
CCOC(=O)N1CCN(C(=O)CN2C(=O)c3ccccc3S2(=O)=O)CC1	-7%	-5%	-3	11%	-4	-7%
COc1ccc(S(=O)(=O)Nc2ccccc2N2CCOCC2)cc1[N+](=O)[O-]	9%	-2%	-1	13µM*	-7	?
CCOC(=O)c1sc2nc(C)cc(C)c2c1N	?	14%	50*	-29%	78*	?
CCCC(=O)Nc1ccc(NC(=O)c2ccccc2OC)cn1	0%	-6%	10	?	23	-5%
Nc1nc2nc(-c3ccccc3)cc(=O)n2[nH]1	-12%	-18%	-2	.	36	9%
CCSc1nnc(NC(=O)CSc2nnc(Cc3cccn3C)n2CCc2ccccc2)s1	?	5%	1	?	-3	3%
Cn1c(NC(=O)c2ccccc2NC(=O)C(C)(C)C)nc2ccccc21	?	-6%	-1	?	13	7.1µM*
OC1CCN(C(=S)Nc2ccc(Oc3ccccc3)cc2)CC1	0%	-2%	13	-1%	9	-25%
Cc1ccc(C)n1-c1ccc(C(=O)Nc2ccccc2F)cc1	-65%	1%	57*	-31%	102*	-9%
Cc1cc(C(=O)NNC(=O)c2sccc2C)c(C)o1	64%[activator]	.	.	92%[activator]	.	6%
CCN(CC)/C(Sc1ccccc1)=C(\C(Cl)=C(Cl)Cl)[N+](=O)[O-]	-19%	-16%	11	-7%	7	-4%
CN(C)CCCOC(=O)COc1ccc(C(C)(C)C)cc1	-16%	-4%	-1	14%	16	2%
Cc1cccc(-c2nsc(SCC(=O)c3ccc(Cl)cc3)n2)c1	26%	7%	0	16%	-9	?
CCN(CC)c1cccc(OC2=NS(=O)(=O)c3ccccc32)c1	?	12%	4	?	2	14%
O=C(CNS(=O)(=O)c1ccc(Br)cc1)Nc1ccc2c(c1)OCCO2	-5%	4%	-1	7%	-11	0%
COC(=O)NC(C)N1C(=O)C2C3C=CC(C3)C2C1=O (stereo unspecified)	22%	8%	7	8%	41	11%
Cc1cc(C)cc(NC(=O)NCc2nnc(SCc3ccccc3)n2C)c1	-15%	2%	2	.	3	-19%
CCOC(=O)N1CCN(C(=O)c2cc(-c3ccc(F)cc3)[nH]c2C)CC1	-7%	-1%	-3	?	-7	1%
COc1ccc(NC(=O)C2CCCN(S(=O)(=O)c3ccc4c(c3)CCCN4C(C)=O)C2)cc1Cl (stereo unspecified)	20%	.	1	?	33	2.5µM*
O=C(Nc1cccc(NC(=O)c2ccc(Br)cc2)c1)c1ccccc1	72%[activator]	6%	2	38%[activator]	-8	-10%
CC(C)CC(=O)NNC(=S)NCc1ccco1	80%[activator]	0%	0	-2%	-8	-3%
CCSc1nnc(-c2cccnc2)n1Cc1ccco1	?	0%	-3	-6%	-13	14%
SMILES	Pf growth 96h	Giardia FBPA inh	CHX counter	Pf growth 48h	Shiga toxin inh	HCV inhibitor
CC(C)OCCCNC(=O)c1cc2c(s1)CS(=O)(=O)C2	?	1%	-3	4%	-8	-5%
CS(=O)(=O)Nc1ccc(N2CCN(c3ccc(C(F)(F)F)cn3)CC2)nc1	3%	2%	-2	1%	-10	11µM*
CSc1ccc(C(=O)C2CCCN(Cc3ccn[nH]3)C2)cc1 (stereo unspecified)	4%	1%	2	6%	17	5%
CCc1ccccc1NC(=O)NCc1cccnc1	42%[activator]	0%	-2	3%	-3	5%
CC1(C)Cc2c(C#N)c(N3CCOCC3)nc(-c3ccccc3)c2CO1	?	3%	-3	10µM*	-3	0%
CCCCc1cc(=O)oc2cc(OCC(=O)NC3CCN(Cc4ccccc4)CC3)ccc12	?	0%	-2	?	-2	-30%
CCOc1ccc(OCC(=O)N(C)c2c(N)n(Cc3ccccc3)c(=O)[nH]c2=O)cc1	10%	.	.	7%	.	-4%
Cc1ccc(S(=O)(=O)N2CCN(C(=O)CN3C(=O)c4ccc([N+](=O)[O-])cc4C3=O)CC2)c(C)c1	19%	.	.	19%	.	10%
CSc1nnc(NC(=O)C2CCCCC2)s1	?	-7%	-2	94%[activator]	-3	8%
CCOC(=O)c1ccc(Nc2ccc(-c3ccc(OC)c(OC)c3)nn2)cc1	-5%	-9%	1	12µM*	-3	?
Cc1ccc(C)c(N=Cc2c(O)c3ccccc3oc2=O)c1	1%	-5%	6	45%[activator]	.	8%
CCOCc1nnc(NC(=O)c2cc(OC)c(OC)cc2[N+](=O)[O-])s1	195%[activator]	-7%	-3	8%	-5	1%
Cc1cc(NC(=O)COC(=O)COc2cccc3c2OC(C)(C)C3)no1	62%[activator]	3%	-1	8%	-6	23%
COC(=O)c1ccc(COC(=O)CNC(=O)c2ccc(C)s2)cc1	121%[activator]	.	.	13%	.	-3%
Cc1cc(NC(=O)Cn2cnc3c(nnn3-c3cccc(F)c3)c2=O)no1	45%[activator]	2%	4	-9%	-8	5%
O=C(Cc1ccc2c(c1)CCCC2)Nc1ccccc1Br	2.6µM*	5%	14	3.7µM*	-14	8%
O=C(Cc1nc(-c2ccc([N+](=O)[O-])cc2)cs1)Nc1ccccc1	-5%	-8%	7	-15%	1	-14%
CCCn1c(SCC(=O)NC(C)(C)C)nnc1-c1ccco1	20%	-1%	-3	27%	11	6%
Cc1cc(C)c2nc(NC(=O)c3ccc4c(c3)OCO4)sc2c1	0%	0%	-4	40%[activator]	-2	-17%
C/C(=N\NC(=O)c1ccccc1Br)c1ccc(N2CCOCC2)cc1	8%	-5%	10	-14%	35	-6%
COc1ccc(CCNC(=O)C2CCN(C(=O)c3ccc(F)cc3)CC2)cc1	56%[activator]	7%	-3	-7%	-3	-2%
O=C(CCn1cnc2ccccc2c1=O)Nc1ccc(Cl)c(Cl)c1	50%[activator]	7%	5	.	-17	-9%
Cc1ccc(OCCNC(=O)c2ccc3c(c2)OCO3)cc1	29%	6%	42*	?	66*	3%
CCC(C)NC(=O)c1ccc(NC(=O)CC2SC(N3CCCCC3)=NC2=O)cc1 (stereo unspecified)	?	.	.	?	.	8%
Oc1c(N=NC(=S)Nc2ccccc2F)c2ccccc2n1Cc1ccc(F)cc1	?	5%	7	2.1µM*	-3	?
SMILES	Pf growth 96h	Giardia FBPA inh	CHX counter	Pf growth 48h	Shiga toxin inh	HCV inhibitor
O=C(CSc1ccc(-c2ccco2)nn1)c1cccc([N+](=O)[O-])c1	13µM*	-12%	-5	?	20	-25%
CN(C)CCNc1cc(-c2ccncc2)nc2ccccc12	3.3µM*	-16%	-2	12µM*	9	-2%
COc1ccc(NC(=O)N2CCCc3cccc(C)c32)cc1	-24%	9%	10	-27%	11	-3%
COC(=O)C(NS(=O)(=O)CCl)C(C)C (stereo unspecified)	.	5%	-6	.	0	.
O=S(=O)(NCc1cc(-c2ccccc2Cl)no1)c1ccccc1	28%	-5%	-2	24%	-4	-10%
N#C/C(=C\c1ccccc1)C(=O)NCCN1CCOCC1	-14%	-7%	1	-7%	3	22%
CC(Sc1nncs1)C(=O)NC1CCCCC1C (stereo unspecified)	-19%	7%	-2	0%	-2	-4%
CCn1nnnc1SCC(=O)N1CCCCC1	101%[activator]	.	.	-10%	.	10%

Rewritten with bars between the fields: part of the list above
compound | Pf growth 96h | Giardia FBPA inh | CHX counter | Pf growth 48h | Shiga toxin inh | HCV inhibitor
COc1ccc(NC(=O)N2CCCc3cccc(C)c32)cc1 | -24% | 9% | 10 | -27% | 11 | -3%
CC(Sc1nncs1)C(=O)NC1CCCCC1C (stereo unspecified) | -19% | 7% | -2 | 0% | -2 | -4%

A few values from the results shown.
Pf growth 96h, O=C(CNS(=O)(=O)c1ccc(Br)cc1)Nc1ccc2c(c1)OCCO2 = -5%
CHX counter, Cc1ccc(SCC(CC(C)C)N2CCN(C)CCC2=O)cc1 (stereo unspecified) = 33*
CHX counter, O=S(=O)(NCc1cc(-c2ccccc2Cl)no1)c1ccccc1 = -2
Giardia FBPA inh, CCCCc1cc(=O)oc2cc(OCC(=O)NC3CCN(Cc4ccccc4)CC3)ccc12 = 0%
Giardia FBPA inh, Cc1ccc(C)c(N=Cc2c(O)c3ccccc3oc2=O)c1 = -5%
Pf growth 48h, CN(C)CCCOC(=O)COc1ccc(C(C)(C)C)cc1 = 14%
